Source: PubChem
OX1R FRET antag – blocks the human orexin 1 receptor. O43613. OX1R-expressing cells, FRET antagonist read-out. inhibition, % at 6.6 µM. 1.8% of 330,000 active. AID 485270; in the data active = inhibition mostly above about 38%, no sharp cut-off; inactive = mostly below about 40%;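 also: 0% = agonist challenge alone and 100% = reference antagonist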
Target sequence (O43613 whole entry, looked up): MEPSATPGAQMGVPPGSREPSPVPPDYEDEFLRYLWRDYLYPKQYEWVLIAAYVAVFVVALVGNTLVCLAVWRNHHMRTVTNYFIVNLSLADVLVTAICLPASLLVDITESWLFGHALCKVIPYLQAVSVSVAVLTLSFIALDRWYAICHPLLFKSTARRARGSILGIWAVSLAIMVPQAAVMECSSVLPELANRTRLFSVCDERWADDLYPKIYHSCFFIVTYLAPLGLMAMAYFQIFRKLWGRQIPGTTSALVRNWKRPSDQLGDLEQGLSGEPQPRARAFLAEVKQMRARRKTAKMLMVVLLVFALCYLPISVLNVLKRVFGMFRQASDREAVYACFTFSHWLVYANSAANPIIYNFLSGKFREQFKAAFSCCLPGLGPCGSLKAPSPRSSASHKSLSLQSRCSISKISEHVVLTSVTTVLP
STK33 inh – inhibitors of human STK33 kinase. Q9BYT3. purified STK33, MBP phosphorylation, ADP-Glo luminescence. inhibition, % at 10 µM. 0.073% of 320,000 active;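 active = inhibition at or above 25%, using the most active replicate where run in duplicate; inactive = inhibition below 25%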
Target sequence (Q9BYT3 whole entry, looked up): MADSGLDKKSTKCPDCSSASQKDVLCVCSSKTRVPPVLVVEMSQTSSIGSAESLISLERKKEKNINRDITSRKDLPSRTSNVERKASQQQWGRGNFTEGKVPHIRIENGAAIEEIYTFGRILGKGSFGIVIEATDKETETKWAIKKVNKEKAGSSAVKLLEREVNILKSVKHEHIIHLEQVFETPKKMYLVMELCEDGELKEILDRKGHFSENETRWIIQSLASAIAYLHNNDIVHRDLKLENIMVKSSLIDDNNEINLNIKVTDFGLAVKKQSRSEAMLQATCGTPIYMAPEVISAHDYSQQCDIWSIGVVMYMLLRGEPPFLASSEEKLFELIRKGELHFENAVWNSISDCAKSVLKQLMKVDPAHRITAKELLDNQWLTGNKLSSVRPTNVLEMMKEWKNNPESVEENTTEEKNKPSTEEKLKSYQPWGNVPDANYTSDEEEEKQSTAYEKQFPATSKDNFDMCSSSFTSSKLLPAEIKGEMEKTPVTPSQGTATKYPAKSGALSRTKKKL
KCNQ2 inh – KCNQ2 potassium channel inhibitors, primary screen, cell-based, CHO-K1, FluxOR thallium flux, B-score (AID 2156) | 1.1% of 310,000 active | 20 min; hits give low values | B-score at 10 µM | O88943;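 active = fluorescence ratio B-score at most minus 3 library SDs, with starting brightness B-score within 2 library SDs, cut at about -5.5 in these data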
Active calls of the source: *; i = inactive; . = no result given. Hits appear at their usual frequency. About 2.7% of those tested had a hit in this group.

Values run as follows: OX1R FRET antag, STK33 inh, KCNQ2 inh
O=c1c2ccccc2[nH]c(=S)n1Cc1ccccc1
→ -5, -0.6, i
Cc1ccc(NC(=O)CCCCCNS(=O)(=O)c2ccc(C)cc2)cc1
→ 26, -0.7, i
CC(=O)Nc1cccc(C(=O)/C=C/c2ccc(Br)cc2)c1
→ 9, -3.2, i
CN(C(=O)Cn1cc([N+](=O)[O-])ccc1=O)C1CCCCC1
→ 4, -0.1, .
CCC(CO)Oc1cc(NC(=O)c2ccc(Cl)cc2)c2ncn(C(C)C)c2c1 (stereo not given)
→ 0, -0.7, .
Cc1ccc(NS(=O)(=O)c2cc(C(=O)N3CCOCC3)ccc2C)cc1C
→ 32, -4.7, i
Cc1ccc2c(c1)N(CC(=O)NC1CCCC1)C(=O)CO2
→ 7, -0.8, i
CCOC(=O)C1=C(C)C(c2ccccc2OC)NC(=O)N1 (stereo not given)
→ 16, -1.4, i
CC(=O)c1cccc(NC(=O)c2cc(C)nn2-c2ccccc2)c1
→ -7, -0.7, i
CC1(C)CC(NC(=O)c2cccc(Cl)c2)CC(C)(C)N1
→ -5, -2.2, i
COc1ccc(CCNC(=O)COC(=O)/C=C/c2ccc(OCC#N)c(OC)c2)cc1
→ 3, -0.6, i
COc1ccccc1NS(=O)(=O)c1ccc(C)c(NC(=O)C2CCCO2)c1 (stereo not given)
→ 5, 0.2, .
CC(C)(C)NC(=O)C(c1cccnc1)N(C(=O)c1ccc(Cl)nc1)C1CCCC1 (stereo not given)
→ 3, -0.3, i
COc1ccc(CN(Cc2ccccn2)C(=O)CN2C(=O)COc3ccccc32)cc1
→ 20, -1.2, i
Cc1cc(C)n2nc(-c3ccco3)nc2n1
→ 14, -0.7, i
Cc1ccnc(NS(=O)(=O)c2ccc(NS(=O)(=O)c3ccc([N+](=O)[O-])cc3)cc2)n1
→ 22, 0.7, i
CC(Sc1nc(N2CCOCC2)c2c(c1C#N)CC(C)(C)OC2)C(=O)O (stereo not given)
→ -8, 0.3, i
Cc1nc(C)n(CCNC(=O)c2ccco2)n1
→ ., 0.0, i
Cc1ccc(S(=O)(=O)N2c3ccc(S(N)(=O)=O)cc3CC2C)cc1 (stereo not given)
→ 7, -0.5, i
COc1ccc(OC)c(CCNC(=O)c2cccc(NC3=NC4CS(=O)(=O)CC4S3)c2)c1 (stereo not given)
→ 0, 0.2, i

Reformatted with the structure last: part of the list above.
| OX1R FRET antag | STK33 inh | KCNQ2 inh | Molecule |
| --- | --- | --- | --- |
| 16 | -1.4 | i | CCOC(=O)C1=C(C)C(c2ccccc2OC)NC(=O)N1 (stereo not given) |
| -7 | -0.7 | i | CC(=O)c1cccc(NC(=O)c2cc(C)nn2-c2ccccc2)c1 |
| -5 | -2.2 | i | CC1(C)CC(NC(=O)c2cccc(Cl)c2)CC(C)(C)N1 |
| 3 | -0.6 | i | COc1ccc(CCNC(=O)COC(=O)/C=C/c2ccc(OCC#N)c(OC)c2)cc1 |
| 5 | 0.2 | . | COc1ccccc1NS(=O)(=O)c1ccc(C)c(NC(=O)C2CCCO2)c1 (stereo not given) |
| 3 | -0.3 | i | CC(C)(C)NC(=O)C(c1cccnc1)N(C(=O)c1ccc(Cl)nc1)C1CCCC1 (stereo not given) |

More records
Values run as follows: OX1R FRET antag, STK33 inh, KCNQ2 inh
Cc1ccc(SCc2nc(-c3ccncc3)no2)cc1
→ 17, 1.8, i
CC1CN(C(=O)CCC(=O)NCc2ccc(Cl)cc2)c2ccccc2O1 (stereo not given)
→ 23, 1.4, i
CC(=O)N1CCN(C(=O)CCc2nc3ccccc3c(=O)[nH]2)CC1
→ 12, -0.7, i
COc1cccc(C(=O)N2CCOCC2)c1OC
→ 26, -0.9, i
CCNc1ccc(P(=O)(c2ccccc2)c2ccccc2)cc1
→ 27, 1.2, i
COc1ccccc1CN1C(=NC(=O)C2CCCCC2)SC2CS(=O)(=O)CC21 (stereo not given)
→ 7, -0.1, i
Cc1c(C)n2c(SCC(=O)N3CCOCC3)nnc2[nH]c1=O
→ 0, 0.2, i
Cc1cc(C)c(NC(=S)N(C)C)c(C)c1
→ 2, -0.1, i
COc1ccccc1N(CC(=O)NCCSCc1ccccc1Cl)S(C)(=O)=O
→ 3, 1.0, i
C=CCN1CC(O)=C(c2nc3ccccc3[nH]2)C1=N
→ 17, 0.5, i
Cc1occc1C(=O)Nc1ccc2c(c1)CCC2
→ 6, 3.6, i
Cc1c(N(C(=O)CNC(=O)c2ccccc2)C2(C(=O)NC3CCCC3)CCCCC2)c(=O)n(-c2ccccc2)n1C
→ 8, -0.9, i
CC(NC(=O)c1ccc(Cl)cc1)C1CC2CCC1C2 (stereo not given)
→ 10, 0.6, i
COc1ccc(-n2c(CN3CCN(c4ccccc4)CC3)nc3ccc([N+](=O)[O-])cc3c2=O)c(OC)c1
→ 8, 1.2, i
C/C(=N\Nc1cc(N2CCOCC2)ncn1)c1ccc(O)cc1
→ 1, 1.0, i
Clc1ccc(OCCCN2CCCC2)cc1Cl
→ 7, -1.8, i
COC(=O)c1ccc2c(c1)NC(=O)C1CCCN21 (stereo not given)
→ 5, 0.2, i
CN(CC(=O)N(C)CC(=O)Nc1c(Cl)cccc1Cl)Cc1ccc(Br)s1
→ 2, 1.1, .
O=C(CCCN1C(=O)/C(=C/c2ccccc2Cl)SC1=S)NNC(=O)c1ccc(Cl)cc1
→ 17, 1.8, i
CC(Sc1ccc(Cl)cc1)C(=O)NNC(=O)c1ccco1 (stereo not given)
→ 2, -0.6, .
C=CCn1c(C)nc2c(sc3nc4c(cc32)COC(C)(C)C4)c1=O
→ 14, -4.3, i
COc1ccc(Cl)cc1NC(=O)COC(=O)c1ccc(Cl)nc1
→ 8, 0.8, .
CN(CC(=O)Nc1ccccc1C(F)(F)F)Cc1c(O)ccc2ccccc12
→ 9, 0.7, i
Cc1ccc(NC(=O)C2CCN(S(=O)(=O)c3ccc4c(c3)NC(=O)C(C)S4)CC2)cc1C (stereo not given)
→ 12, -0.1, i
CCOc1cccc(Oc2ncccc2C(=O)/C(C#N)=C/N(C)C)c1
→ 6, -0.8, i
Cc1ccc(OCc2n[nH]c(=S)n2-c2ccccc2)cc1C
→ 11, 0.2, i
CCC(C)NCCOCCOc1ccc(Cl)cc1Br (stereo not given)
→ 20, ., i
COc1ccc(Cc2nnn(CC(=O)O)n2)cc1
→ 23, -1.8, i
CC(=O)Oc1ccc2c(=O)c(-c3nc4ccccc4s3)coc2c1
→ 22, -0.1, i
NS(=O)(=O)c1ccc(S(=O)(=O)N2CCN(C3CCCC3)CC2)cc1
→ 17, -0.9, i
O=C(/C=C(/c1ccc(Cl)cc1)n1cncn1)c1ccccc1
→ 15, -0.3, i
COc1ccc2nc(NC(=O)CN3C(=O)NC4(CCCC4)C3=O)sc2c1
→ 15, 4.1, i
CCOc1c(OC)cccc1C1CC(=O)Nc2cc3c(cc21)OCCO3 (stereo not given)
→ 9, -0.5, i
COc1ccc(CN(Cc2ccncc2)C(=O)CCC(=O)O)cc1
→ 3, -1.3, i
O=C1CCCN1CN(C(=O)c1ccc2c(c1)OCO2)c1ccc(F)cc1
→ 2, 0.1, i
CCOCCCNC(=O)C1c2ccccc2C(=O)N2CCc3ccccc3C12 (stereo not given)
→ 14, 1.0, i
CCOCCCNC(=O)C(c1ccc(C)cc1)N(Cc1cccs1)C(=O)CNC(C)=O (stereo not given)
→ 13, -0.5, i
COc1ccc(CNC(=O)[C@H](C)N2C(=O)N3CCc4c([nH]c5ccc(OC)cc45)[C@@]3(C)C2=O)cc1
→ 16, 1.4, i
O=C(CN1C(=O)NC2(CCCCC2)C1=O)N(Cc1ccco1)Cc1cccs1
→ 9, -0.1, i
CC(OC(=O)c1cccc(S(=O)(=O)N2CCN(C)CC2)c1)C(=O)Nc1ccc(C(N)=O)cc1 (stereo not given)
→ 1, 0.9, .
CCSc1nnc(NC(=O)C(CC)(C(F)(F)F)C(F)(F)F)s1
→ 68, -2.8, i
COc1ccc(NC(=O)C(Sc2nnc(-c3ccncc3)n2-c2ccccc2C)c2ccccc2)cc1Cl (stereo not given)
→ 6, -0.1, -5.5*
Cc1ccc(Cl)cc1C1=CC(=O)C[C@H](c2ccc(F)cc2)C1
→ 6, 0.1, .
Cc1cc(-c2ccccc2)nc(Cl)c1C#N
→ 14, -2.7, i
COc1ccc(NN=Nc2ccc([N+](=O)[O-])cc2)cc1
→ ., -1.2, i
CCN(C(=O)COC(=O)Cc1coc2cc(C)ccc12)c1c(N)n(Cc2ccccc2)c(=O)[nH]c1=O
→ 13, -0.3, .
Cc1ccc(Oc2ncccc2/C=N/O)cc1
→ 13, -1.0, i
N#CC1=C(S)N=C(N)C(c2nc(-c3ccccc3)cs2)C12CCCC2 (stereo not given)
→ 19, -0.4, i
O=C(/C=C/Nc1ccc(F)cc1Br)c1ccccc1
→ 19, 1.4, i
CCCCNC(=O)[C@H]1N2C(=O)c3c(ccc(OC)c3OC)C2SC1(C)C (stereo not given in full)
→ 5, -0.4, i

Pulled one by one from the list above:
Values run as follows: OX1R FRET antag, STK33 inh, KCNQ2 inh
COc1ccc(NC(=O)C(Sc2nnc(-c3ccncc3)n2-c2ccccc2C)c2ccccc2)cc1Cl (stereo not given)
→ 6, -0.1, -5.5*
N#CC1=C(S)N=C(N)C(c2nc(-c3ccccc3)cs2)C12CCCC2 (stereo not given)
→ 19, -0.4, i
CCSc1nnc(NC(=O)C(CC)(C(F)(F)F)C(F)(F)F)s1
→ 68, -2.8, i
Cc1ccc(Oc2ncccc2/C=N/O)cc1
→ 13, -1.0, i

(more compounds)
Values run as follows: OX1R FRET antag, STK33 inh, KCNQ2 inh
Cc1cccc(NC(=O)CCNC(=O)c2ccccc2Cl)n1
→ 12, -2.2, i
O=S(=O)(O)c1cccnc1SCc1ccccc1
→ 2, -0.3, i
Cc1cccc(-c2cc3c(N=O)c4ccccc4c-3n[nH]2)c1
→ 22, 1.2, i
CC(=O)N1c2ccc(S(=O)(=O)N3CCC(C(=O)N4CCN(c5ccccc5)CC4)CC3)cc2CC1C (stereo not given)
→ 7, -0.9, i
O=C(NCC1COc2ccccc2O1)C1CCCN(S(=O)(=O)c2cccc3nsnc23)C1 (stereo not given)
→ 75, -1.3, i
N/C(=N\OC(=O)CCCOc1ccccc1)c1cccc([N+](=O)[O-])c1
→ 14, 0.2, i
CCN1CCCC1CNS(=O)(=O)c1ccc(F)c(Cl)c1 (stereo not given)
→ 10, -1.0, i
COc1ccc(NC(=S)NNC(=O)C(C)n2nc(C)c([N+](=O)[O-])c2C)cc1 (stereo not given)
→ 1, -0.6, i
CCOc1ccc(S(=O)(=O)c2c[nH]c3ccccc3c2=O)cc1
→ 7, -2.3, i
Cc1ccc(NC(=O)CCN2C(=O)c3ccccc3Sc3ncccc32)cc1
→ 9, -0.9, i
COc1ccc(C2CC(c3ccccc3)Nc3nc(NC(=O)c4cccs4)nn32)cc1 (stereo not given)
→ 23, -1.5, i
CCN(CC)S(=O)(=O)c1ccc(C(=O)NC2=C(C(=O)OC)SCC2)cc1
→ 3, 4.2, i
O=C(Cn1cnc2c(nnn2-c2ccccc2)c1=O)NCC1CCCO1 (stereo not given)
→ 5, -0.2, i
Cc1ccc(S(=O)(=O)NC(=O)NN2CCCCCC2)cc1
→ 14, 0.6, i
O=C(O)C1=NN(c2c(F)c(F)cc(F)c2F)C(=O)CC1
→ 11, -0.4, i
O=C(Nc1nc(-c2ccccn2)cs1)C1CC(=O)N(c2ccc3c(c2)OCCO3)C1 (stereo not given)
→ 6, -0.3, i
CCOc1ccc(NC(=S)N/N=C(\C)Cc2ccc(OC)cc2)cc1
→ 6, -1.5, i
c1ccc2c(-c3[nH]ncc3CNCCCn3ncc4ccccc43)cccc2c1
→ 17, 0.2, i
Cc1cccc(NC(=O)Cn2c(O)c(N=NC(N)=S)c3ccccc32)c1
→ 8, -0.8, i
CCN1C(=NCc2ccc(OC)cc2)N[C@@H](CCc2ccccc2)[C@H](C(=O)NCc2ccc(OC)cc2)[C@H]1C
→ 27, 0.1, i
CC(=O)c1cc2c(cc1NC(=O)c1ccc(C)cc1)OCO2
→ 11, -2.1, i
CCc1nc2c(c(=O)[nH]1)C1(CCCC1)Cc1ccccc1-2
→ 3, -1.2, i
CCCCC1NC(=S)N(C2CCCCC2)C1=O (stereo not given)
→ 5, -0.8, i
Clc1ccc(C2[C@H]3CN(Cc4ccc(-c5ccccc5)cc4)[C@H](c4ccccc4)C34CC2(c2ccccc2)C4)cn1 (stereo not given in full)
→ 27, 0.0, i
COc1ccc(C(CNC(=O)c2ccc(C)o2)N2CCOCC2)cc1 (stereo not given)
→ 8, 0.3, i
Cc1cccc(C)c1NS(=O)(=O)c1ccc(-c2ccc(=O)[nH]n2)o1
→ 10, -0.3, i
COC(=O)c1ccc(/C=N\N2CCN(c3ccccc3)CC2)cc1
→ ., -1.3, i
Cc1cc(C)c(S(=O)(=O)N2CCCC(C(=O)NCc3ccncc3)C2)c(C)c1 (stereo not given)
→ 5, -0.7, i
O=c1oc2c(O)cccc2cc1-c1nc2ccccc2[nH]1
→ ., -0.3, i
COc1ccc(CN2CN(C(C)C)CSC2=S)cc1
→ 11, -1.6, i
COc1ccc(C(=O)OCC(=O)Nc2ccc(Cl)cn2)cc1
→ 28, 0.4, i
CSCCC(C(=O)NC1=NCCS1)N1C(=O)c2ccccc2C1=O (stereo not given)
→ 11, 0.3, i
Cc1cc(C)cc(NC(=O)COC(=O)CCc2ccc(S(=O)(=O)N3CCOCC3)cc2)c1
→ 6, -1.2, i
CNc1nc(Sc2ccc(C)cc2)cc(C(F)(F)F)n1
→ 6, -0.1, i
CC1(C)CC(NS(=O)(=O)c2ccc(S(N)(=O)=O)cc2)CC(C)(C)N1
→ -1, -2.2, i
COC(=O)c1cc(C(=O)NCc2ccc3c(c2)OCO3)cc([N+](=O)[O-])c1
→ 33, -2.5, i
COc1cccc(/C=C/c2n[nH]c(=O)c(C#N)c2C)c1
→ 36, 0.0, i
